# Source: PubChem BioAssay
# KCNQ1 inh: inhibitors of human KCNQ1 channel, primary screen, cell-based, thallium flux, high-throughput; Potassium voltage-gated channel subfamily KQT member 1 (Homo sapiens), P51787; hit rate 1.3% among 310,000; B-score at 10 µM; CHO-K1 KCNQ1, FluxOR thallium flux fluorescence; active compounds read high; AID 2642, 2010;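 active = compounds whose thallium flux B-score, printed positive for inhibition, exceeds three library SD while starting fluorescence stays within three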;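 also: channel opened by potassium depolarization with thallium stimulus after 20 min compound exposure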
# TRPC4 agonist: activators of mouse TRPC4 channel, primary screen, Fluo4 calcium, HEK293 TRPC4beta/mu-opioid cells | B-score at 10 µM | Short transient receptor potential channel 4 (Mus musculus), Q9QUQ5 | hit rate 0.49% among 310,000 | AID 2237, 2010 | Fluo4 calcium fluorescence; active compounds read high;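 active = B-score above 5 SD of library B-scores, and initial fluorescence ratio not above library mean plus 5 SD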;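 also: positive B-score marks a calcium rise read as TRPC4 activation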
#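 Material: HEK293 stable line with TRPC4beta plus mu-opioid receptor; technique: Fluo4 calcium-sensitive dye fluorescence, kinetic, 1 Hz baseline; timing: Fluo4 dye loading 45 min at room temperature, 110 s recording; controls: assay buffer as low control, maximal DAMGO as high control; read-out: integrated baseline-normalised fluorescence ratio, converted to per-well B score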
# HDAC3 inhib: HDAC3 deacetylase inhibitors, primary screen, biochemical, fluorescence, cell-free homogeneous; hit rate 0.15% among 320,000; inhibition, % at 8.3 µM; recombinant HDAC3, fluorogenic peptide/trypsin coupled; Histone deacetylase 3 (Homo sapiens), O15379; in the data active = inhibition above about 26%, passing the limit was not always enough; inconclusive = no clear call, values can overlap the other calls
# ANO1 block: TMEM16A chloride channel inhibitors, primary screen, cell-based, HTS; Anoctamin-1 (Mus musculus), Q8BHY3; HEK293 TMEM16A/YFP iodide influx fluorescence, ionomycin; normalized B-score (activity score, 25-100; higher = stronger inhibition) at 10 µM; hit rate 1.2% among 310,000; AID 588511, 2011;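 active = ratio plate-corrected score three or more library SD toward inhibition, starting fluorescence score within five deviations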;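 also: score derived from kinetic fluorescence span divided by baseline fluorescence per well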
# KCNK9 inh: KCNK9 potassium channel inhibitors, primary screen, HEK293 cells, thallium flux; AID 488922, 2010; FluxOR thallium flux fluorescence; active compounds read low; Potassium channel subfamily K member 9 (Homo sapiens), Q9NPC2; hit rate 1.2% among 310,000; B-score at 10 µM;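 active = ratio B-score over 3 SD below the library mean, with starting fluorescence within 5 SD of its mean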;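 also: negative B-score means less thallium flux so channel inhibition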
# TRPC4 potent: positive allosteric modulators of TRPC4, primary screen, cell-based, mouse TRPC4beta, HEK293 mu-opioid, Fluo-4 calcium; AID 2227, 2009; DAMGO EC20, Fluo-4 Ca2+ flux; active compounds read high; hit rate 0.42% among 310,000; B-score at 10 µM; Short transient receptor potential channel 4 (Mus musculus), Q9QUQ5;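 active = B-score of calcium response area above 5 SD of library B-scores, with initial fluorescence ratio within 5 SD of library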;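 also: B-score of integrated fluorescence ratio over time as area under calcium response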
# KCNK3 block: human KCNK3 channel inhibitors, primary screen, CHO cells, FluxOR thallium flux, B-score. B-score at 10 µM. FluxOR fluorescence; active compounds read low. AID 602410, 2012. hit rate 0.84% among 340,000. Potassium channel subfamily K member 3 (Homo sapiens), O14649;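 active = B-score under library mean minus 4 SD, starting fluorescence ratio at most library mean plus 5 SD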;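 also: more negative B-score means stronger inhibition of thallium flux through KCNK3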
# DYRK1A inh: rat Dyrk1A kinase inhibitors, primary screen, biochemical, single point, plate reader; inhibition, % at 12.5 µM; ADP-Glo luminescence, NFATc1 peptide; hit rate 0.43% among 310,000; AID 504441, 2011; Dual specificity tyrosine-phosphorylation-regulated kinase 1A (Rattus norvegicus), Q63470; in the data active = inhibition above about 50%;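 also: plate controls were vehicle with enzyme for no effect and no enzyme for full effect; many of its hits are not listed in these tables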
# TMEM16A act: TMEM16A chloride channel activators or potentiators, primary screen, cell-based, HTS; Anoctamin-1 (Mus musculus), Q8BHY3; HEK293 TMEM16A/YFP-H148Q/I152L, iodide quench fluorescence; active compounds read low; B-score at 10 µM; hit rate 0.3% among 340,000; AID 623877, 2012;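 active = fluorescence-ratio B-score plate-corrected deviation score at least 3 library SD below zero, with starting fluorescence score within 5 deviations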;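 also: channel opened by trigger with iodide after compound preincubation; score built on the fluorescence ratio of max minus min over baseline; more negative score means more quench and so TMEM16A activation or potentiation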
# KCNQ1 act: potentiators or activators of KCNQ1 channel, primary screen, cell-based, thallium flux, high-throughput; CHO-K1 KCNQ1, thallium flux FluxOR fluorescence; active compounds read high; Potassium voltage-gated channel subfamily KQT member 1 (Homo sapiens), P51787; hit rate 0.35% among 310,000; AID 2648, 2010; B-score at 10 µM;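 active = fluorescence ratio B-score, a plate-corrected score, at least three library SD, with initial intensity B-score within 5 SD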
#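 Medium – assay buffer, equal DMSO in all wells · Material – CHO-K1 cell line with stable KCNQ1 potassium channel expression · Signal – kinetic FluxOR thallium fluorescence, 10-s 1-Hz baseline, 110-s post-stimulus read · Compound – single concentration per compound, DMSO matched to controls · Schedule – 37 °C overnight plating, 90-min dark dye load, 20-min compound pretreatment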
# hERG protect: hERG rescue from dofetilide block, primary screen, cell-based, CHO-hERG, FluxOR thallium flux, dofetilide IC70 | Voltage-gated inwardly rectifying potassium channel KCNH2 (Homo sapiens), Q12809 | dofetilide IC70 present | hit rate 0.51% among 310,000 | activation (rescue from dofetilide block), less the hit threshold, % at 10 µM;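 active = activation above the mean of controls blocked by dofetilide plus 5 SD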;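 also: thallium influx through hERG after potassium depolarization seen as dye fluorescence rise; in these data hits start at about 4.7%; inactives centre near -7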
# Target sequence (Q12809 whole entry, looked up): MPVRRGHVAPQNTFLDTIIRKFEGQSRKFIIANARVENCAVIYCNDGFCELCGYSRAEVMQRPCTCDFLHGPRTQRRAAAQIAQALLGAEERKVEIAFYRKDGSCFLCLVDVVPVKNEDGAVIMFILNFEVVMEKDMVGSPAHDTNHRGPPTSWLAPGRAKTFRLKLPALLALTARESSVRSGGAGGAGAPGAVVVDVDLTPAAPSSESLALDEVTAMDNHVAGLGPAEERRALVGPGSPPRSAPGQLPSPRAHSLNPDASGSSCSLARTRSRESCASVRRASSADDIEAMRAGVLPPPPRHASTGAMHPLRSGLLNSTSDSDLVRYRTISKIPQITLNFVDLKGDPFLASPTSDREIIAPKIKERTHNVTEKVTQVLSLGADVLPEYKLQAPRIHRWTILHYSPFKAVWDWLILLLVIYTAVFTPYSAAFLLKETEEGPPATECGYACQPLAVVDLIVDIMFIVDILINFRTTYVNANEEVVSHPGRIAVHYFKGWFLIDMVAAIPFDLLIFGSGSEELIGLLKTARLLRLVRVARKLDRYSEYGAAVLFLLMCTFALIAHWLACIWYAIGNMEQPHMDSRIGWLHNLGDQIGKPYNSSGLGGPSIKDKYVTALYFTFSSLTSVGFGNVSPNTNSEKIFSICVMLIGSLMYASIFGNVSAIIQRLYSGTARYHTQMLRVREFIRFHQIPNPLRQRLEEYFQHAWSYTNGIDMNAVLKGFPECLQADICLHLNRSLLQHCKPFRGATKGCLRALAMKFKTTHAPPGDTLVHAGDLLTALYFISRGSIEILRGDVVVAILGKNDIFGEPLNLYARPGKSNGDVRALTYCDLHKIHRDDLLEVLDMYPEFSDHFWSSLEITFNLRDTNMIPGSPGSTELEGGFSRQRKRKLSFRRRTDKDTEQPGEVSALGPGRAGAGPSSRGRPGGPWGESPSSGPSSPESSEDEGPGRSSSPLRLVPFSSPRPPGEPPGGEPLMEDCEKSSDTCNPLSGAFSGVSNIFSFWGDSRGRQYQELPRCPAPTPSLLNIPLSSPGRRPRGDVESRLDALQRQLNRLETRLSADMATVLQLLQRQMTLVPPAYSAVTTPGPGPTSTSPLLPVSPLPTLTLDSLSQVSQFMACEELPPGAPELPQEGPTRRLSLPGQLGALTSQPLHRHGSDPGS
# The depositor's hits bear a star; i = inactive; ? = inconclusive; · = no result given. This is a subset; count on the stated rates, not on these rows.
# Screens in order – KCNQ1 inh	TRPC4 agonist	HDAC3 inhib	ANO1 block	KCNK9 inh	TRPC4 potent	KCNK3 block	DYRK1A inh	TMEM16A act	KCNQ1 act	hERG protect
- Nc1nonc1-n1nnc(C(=O)N/N=C/c2ccc(O)cc2)c1COc1ccc(F)cc1
→ i	i	11	i	i	i	i	-3	i	i	-1
- Cc1cc(-c2ccc(F)cc2)nc2cc(C(N)=O)nn12
→ i	i	1	i	i	i	i	14	i	i	-5
- CCOC(=O)N1CCN(C2CC(=O)N(c3ccc(F)cc3)C2=O)CC1 (configuration not stated)
→ i	i	0	i	i	i	i	·	i	i	-2
- O=C(COC(=O)CCC1CCCC1)Nc1ccccc1Sc1ccccc1
→ i	i	0	i	i	i	i	0	i	i	-3
- CC(NC(=O)C(=O)N1CCCCC1)C(c1cccs1)N1CCN(c2ccccc2F)CC1 (configuration not stated)
→ i	i	3	i	i	i	i	0	i	i	-6
- CCn1nc(C(=O)OCC(=O)N2CC(=O)Nc3ccccc32)c2ccccc2c1=O
→ i	i	-3	i	i	i	i	-7	i	i	-2
- C/C=C(\C)CN1CCC(n2nccc2NC(=O)CCCc2ccccc2)CC1
→ i	i	-5	i	i	i	i	-7	i	i	-2
- Cc1ccc2[nH]c(=O)c(CN(CCc3ccccc3)C(c3nnnn3Cc3ccco3)C(C)C)cc2c1 (configuration not stated)
→ i	i	?	i	i	i	-8.9*	2	i	i	-5
- S=C(c1ccc(-c2ccc(Br)cc2)o1)N1CCCCC1
→ i	i	2	i	i	i	i	5	i	i	-20
- CN=c1scc(C)n1/N=C/c1cc(Br)c(O)c(Br)c1
→ i	i	0	i	i	i	i	9	i	i	1
- CC(=O)c1cccc(S(=O)(=O)N2CCC(n3nnc4cc(F)ccc43)CC2)c1
→ i	i	0	i	i	i	i	4	i	i	2
- O=C(CCC1CCCN(c2ncccn2)C1)NCc1ccccc1F (configuration not stated)
→ i	i	-12	i	i	i	i	4	i	i	-7
- CCOc1ccc(N(C)Cc2cc(=O)oc3ccc(OCC)cc23)cc1
→ i	i	13	i	-11*	i	i	6	i	i	-4
- CC1CCc2cc(F)ccc2N1C(=O)c1cnc2sccn2c1=O (configuration not stated)
→ i	i	4	i	i	i	i	2	i	i	-5
- CCOc1cc(C(=O)NC)cc(OCC)c1OCC
→ i	i	-6	i	i	i	i	-4	i	i	9.7*
- Cc1ccnc(SCC(=O)n2c3c(c4ccccc42)CC(C)CC3)n1 (configuration not stated)
→ i	i	5	i	i	i	i	·	i	i	0
- S=C(Nc1ccc(Cl)cc1)c1nc2ccccc2s1
→ i	i	0	i	i	i	i	3	i	29*	27*
- CCCCC(=O)NNC(=O)c1c(O)c2ccccc2[nH]c1=O
→ i	i	-4	i	i	i	i	-3	i	i	-6
- Cc1ccc(-n2cc(CNC(C)c3cnn(C)c3C)c(-c3ccc(F)cc3)n2)cc1 (configuration not stated)
→ i	184*	0	i	i	i	i	·	i	i	-13
- O=C(CSc1ncnc2c1oc1ccccc12)NCc1ccco1
→ i	i	0	i	i	i	i	37	i	i	2

# Individual results from above:
# Reading of O=C(CSc1ncnc2c1oc1ccccc12)NCc1ccco1 in DYRK1A inh: 37
# Reading of Cc1cc(-c2ccc(F)cc2)nc2cc(C(N)=O)nn12 in DYRK1A inh: 14

# Continued:
# Screens in order – KCNQ1 inh	TRPC4 agonist	HDAC3 inhib	ANO1 block	KCNK9 inh	TRPC4 potent	KCNK3 block	DYRK1A inh	TMEM16A act	KCNQ1 act	hERG protect
- O=C(c1ccccc1)N1CCN(C(=O)c2ccc([N+](=O)[O-])cc2)CC1
→ i	i	-7	i	i	i	i	-3	i	i	-12
- C=CCN(C(=O)Cn1c(C(=O)OC)cc2oc(C)cc21)c1ccccc1
→ i	i	-7	i	i	i	i	2	i	i	-2
- O=C(O)CC(Cn1cnnn1)c1ccccc1 (configuration not stated)
→ i	i	-1	i	i	i	i	-19	i	i	-5
- CCCOc1ccc(NC(=O)CC2C(=O)N(CC)C(=S)N2CCNC(C)=O)cc1 (configuration not stated)
→ i	i	1	i	i	i	i	9	i	i	-7
- O=C(c1ccccc1)c1cc[n+]([O-])cc1
→ i	i	4	i	i	i	i	1	i	i	-20
- Cc1ccc(-n2c(SCC(=O)NC3CCCCC3)nc3c(c2=O)SCC3)cc1
→ i	i	-3	i	i	i	i	1	i	i	-3
- COC(=O)c1sc2nc(N3CCCCC3)c3c(c2c1N)CCCC3
→ i	i	-1	i	i	i	-11*	7	i	i	-9
- Cc1cc([N+](=O)[O-])ccc1NC(=O)C[n+]1ccc(N(C)C)cc1
→ i	i	-6	i	i	i	i	0	i	i	-4
- CC(=O)c1nn(-c2ccccc2)cc1C(=O)c1ccc(C)cc1
→ i	i	6	i	i	i	i	·	i	i	-8
- Cc1oc(-c2cc(F)ccc2F)nc1CN1CCN(c2cnccn2)CC1
→ i	i	-5	i	i	i	i	-3	i	i	-6
- O=C(c1ccc2nc(N3CCCCC3)sc2c1)N1CCN(Cc2ccc3c(c2)OCO3)CC1
→ i	i	1	i	i	i	i	9	i	i	-9
- CCCC(=O)Nc1c(-c2cccs2)c(=O)c2ccccc2n1CC
→ i	i	-1	i	i	i	·	·	·	i	-9
- Cn1cc(CN2CCN(CCO)CC2)c(-c2ccc(Oc3ccccc3)cc2)n1
→ i	i	2	i	i	i	i	1	i	i	-18
- COc1ccc(C(=O)NCc2cn3cccc(C)c3n2)cc1OC
→ i	i	1	i	i	i	i	1	i	i	-5
- O=C(N/N=C/c1ccccn1)c1ccc(Cl)c(Cl)c1
→ i	i	1	i	i	i	i	9	i	i	-10
- O=C(NN1C(=O)/C(=C/C=C/c2ccccc2)SC1=S)c1ccncc1
→ i	i	8	i	i	i	i	1	i	i	-12
- CC1CC(C)CN(S(=O)(=O)N2CCCC(C(=O)NCCc3ccc(Cl)cc3)C2)C1 (configuration not stated)
→ i	i	2	i	i	i	i	·	i	i	-4
- CCC(C)NS(=O)(=O)c1ccc(OCC(=O)NCc2ccc3c(c2)OCO3)cc1 (configuration not stated)
→ i	i	5	i	i	i	i	8	i	i	-5
- Cc1cccc(C(C(=O)NC2CCCC2)N(C(=O)c2csnn2)C2CCCC2)c1 (configuration not stated)
→ i	i	-3	i	i	i	i	2	i	i	-10
- Cc1cccc(/C(N)=N/OC(=O)COc2ccc(Cl)c(C)c2)c1
→ i	i	2	i	i	i	i	-1	i	i	-10
- O=C(c1cc(-c2cccc(Cl)c2)on1)N1CCOCC1
→ i	i	2	i	i	i	i	-3	i	i	-1
- Cc1ccn2c(CN(C)CCn3nc(C)cc3C)c(C(=O)N3CCCCCC3)nc2c1
→ i	i	-5	i	i	i	i	1	i	i	-14
- Nc1nc2ccccc2[nH]1
→ i	i	1	i	i	i	i	0	·	i	-3
- COc1ccc2nc(Nc3ccccc3OC)sc2c1
→ i	i	11	i	i	i	i	·	i	i	-14
- OC1CCCN(Cc2ccc3ccc4cccc5ccc2c3c45)C1 (configuration not stated)
→ i	i	-1	i	i	i	i	22	i	i	-4
- COC(=O)c1sc2ccccc2c1-n1cccc1C(=O)C(=O)Nc1ccc(Cl)cc1
→ i	i	12	i	i	i	i	11	i	i	-12
- COc1cc(OC)cc(C(=O)N2CCC(C(=O)N3CCOCC3)CC2)c1
→ i	i	5	i	i	i	i	-7	i	i	0
- C=CCNC(=S)N/N=C(\C)c1ccc(-n2ccnc2)cc1
→ i	i	1	i	i	i	i	9	i	i	0
- CC(C)(O)C#Cc1ccc(C(=O)N2CCN(c3ccc(F)cc3)CC2)cc1
→ i	i	-1	i	i	i	i	1	i	i	-7
- OCC[C@@H]1C[C@@H](O)[C@H](O)[C@@]2(CCCCO2)O1
→ i	i	-10	i	i	i	i	14	i	i	-7
- O=C(c1ccccc1)c1ccc(OCCCN2CCCC2)cc1
→ i	i	4	i	i	i	i	-3	i	i	-14
- C=CCNC(=O)NC(=O)COC(=O)c1ccccc1Sc1ccc(C(F)(F)F)cc1[N+](=O)[O-]
→ i	i	-1	i	i	i	i	-5	i	i	-11
- O=C(NNc1cccc(Cl)n1)c1ccccc1CC[N+](=O)[O-]
→ i	i	8	i	i	i	i	-5	i	i	0
- COC(=O)C1CN(C(=O)COc2ccc(Cl)c(C)c2)c2ccccc2O1 (configuration not stated)
→ i	i	2	i	i	i	i	7	i	i	-5
- Cc1ccc(-n2ncc(C(=O)N3CCN(C(=O)c4ccco4)CC3)c2C2CCN(C(=O)OC(C)(C)C)CC2)cc1C
→ i	i	3	i	i	i	i	-1	i	i	-10
- COc1ccc(C2=C(C=Nc3c(C)n(C)n(-c4ccccc4)c3=O)C(c3ccccc3C)c3ccccc3O2)cc1OC (configuration not stated)
→ i	i	1	i	i	i	i	1	i	i	-6
- COc1ccc(S(=O)(=O)NCCSCc2cccs2)cc1
→ i	i	-10	i	i	i	i	·	i	i	-2
- O=C(CNc1cccc2ccccc12)N/N=C/c1ccc(C(=O)O)cc1
→ i	i	3	i	i	i	i	-8	i	i	3
- Cn1nnnc1SCC(=O)N1CCN(C(=O)c2ccco2)CC1
→ i	i	-2	i	i	i	i	0	i	i	-19
- COc1ccccc1-c1nnc(SCC(=O)Nc2oc(C)c3c(C)n[nH]c(=O)c23)n1C
→ i	i	2	i	i	i	i	2	i	i	-10
